From PubChem BioAssay
CCHFV vOTU inh: blocks the CCHF virus ovarian tumor domain protease; CCHFV vOTU protease, Pep-AMC fluorescence; inhibition, % at 11.5 µM; 370,000 tested, 0.55% active; AID 651958; in the data active means inhibition above about 30%; further: 0% = vehicle wells with enzyme and 100% = no enzyme wells
3CLpro inhibitor: SARS-CoV 3CLpro protease inhibition; P0C6X7; 290,000 tested, 0.14% active; inhibition, % at 6 µM; recombinant SARS-CoV 3CLpro, quenched FRET peptide cleavage; in the data active means inhibition above about 12%
TcdB GH inh: blocks C. difficile toxin B glycohydrolase activity; TcdB glycohydrolase enzymatic assay, plate reader; 350,000 tested, 0.24% active; AID 652162; inhibition, % at 9.99 µM; in the data active means inhibition above about 10%
Rv3671c inh: inhibitors of M. tuberculosis serine protease Rv3671c; AID 2606; P9WHR9; inhibition, % at 5.96 µM; 320,000 tested, 0.048% active; in the data active means inhibition above about 38%;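 further: extracellular domain of Rv3671c used as enzyme; 0% = enzyme with DMSO and 100% = no enzyme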
MazEF act: increases E. coli MazEF RNase cleavage of RNA | 350,000 tested, 0.32% active | FAM/BHQ RNA-DNA oligo cleavage fluorescence, 5 h | activation, % at 20 µM | P0AE70; in the data active means activation above about 50%
VHR inh abs: blocks human VHR1 dual specificity phosphatase; P51452; recombinant VHR phosphatase, pNPP absorbance; inhibition, % at 13.3 µM; 290,000 tested, 0.52% active; AID 1654; in the data active means inhibition above about 50%; further: some compounds called inactive have numbers as strong as hits
SSB-PriA inh: K. pneumoniae PriA-SSBct interaction inhibition; AlphaScreen SSBct-PriA binding, biotinylated peptide; 430,000 tested, 0.6% active; AID 1272365; inhibition, % at 33 µM; in the data active means inhibition mostly above about 37%, no sharp cut-off; inactive means mostly below about 20%;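 further: plate controls were negative control peptide for no effect and reference peptide for full effect; strong numbers were not always called active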
Y pestis TopoI: blocks Yersinia pestis topoisomerase I activity | Y. pestis Topo-I cleavage product accumulation, plate reader | activity, % at 10 µM | 360,000 tested, 0.064% active | AID 504884; in the data active means activity above about 50%, passing the limit was not always enough; further: inactives centre near 2
BH1578 lux ind: induces V. cholerae light production without autoinducers. AID 588436. activation, % at 18.7 µM. V. cholerae BH1578 lux reporter, luminescence, 6 h. 350,000 tested, 0.16% active; in the data active means activation mostly above about 9.7%, no sharp cut-off; further: not every result past the cut was called active; inactives centre near 0; reference of the scale not given here
PrPC surface inh: cell surface PrPC inhibition, primary TR-FRET screen; P04156; TR-FRET read-out; inhibition, % at 13.8 µM; 370,000 tested, 0.43% active; AID 720596; in the data active means inhibition above about 24%; further: 0% = median of the test wells and 100% = reference compound wells
An asterisk follows results filed as active; i = inactive; / = not tested or not shown; & = joins results of further samples.

The opening three records (preview)
1) Cc1ccc2cc(C#N)c(NCc3ccco3)nc2c1
2) CCn1c(C)nnc1SCC(=O)Nc1ccc(Cl)cc1
3) CC(C)N(CCCNC(=O)C1CCC(CNS(=O)(=O)c2ccccc2)CC1)Cc1ccccc1 (configuration not stated)
Screen / compound no.,1,2,3
CCHFV vOTU inh,-3,3,18
3CLpro inhibitor,-4,6,-1
TcdB GH inh,/,2.8,0.7
Rv3671c inh,-4,/,6
MazEF act,-4,5,1
VHR inh abs,4,11,8
SSB-PriA inh,-1,3,-4
Y pestis TopoI,6,-17,-5
BH1578 lux ind,-0.5,-0.4,-0.2
PrPC surface inh,-4,18,-2

The whole of this part, from the start:
1) Cc1ccc2cc(C#N)c(NCc3ccco3)nc2c1
2) CCn1c(C)nnc1SCC(=O)Nc1ccc(Cl)cc1
3) CC(C)N(CCCNC(=O)C1CCC(CNS(=O)(=O)c2ccccc2)CC1)Cc1ccccc1 (configuration not stated)
4) CCN(CC(=O)NCc1ccc(Cl)cc1)S(=O)(=O)c1ccc(F)cc1
5) CC1CCCC(C)N1Cc1cn2ccccc2n1 (configuration not stated)
6) O=c1c2ccccc2c(-c2cccc(C(F)(F)F)c2)nn1-c1ccccc1
Screen / compound no.,1,2,3,4,5,6
CCHFV vOTU inh,-3,3,18,2,5,-1
3CLpro inhibitor,-4,6,-1,-4,-5,-3
TcdB GH inh,/,2.8,0.7,2.5,0.7,5.9
Rv3671c inh,-4,/,6,-17,-2,-4
MazEF act,-4,5,1,-5,3,-3
VHR inh abs,4,11,8,26,6,2
SSB-PriA inh,-1,3,-4,-19,-12,-9
Y pestis TopoI,6,-17,-5,14,4,-3
BH1578 lux ind,-0.5,-0.4,-0.2,-10,-6.2,0.2
PrPC surface inh,-4,18,-2,-4,5,3

7) Cc1ccc(Oc2ccc3c(c2)C(=O)N(c2ccc(S(=O)(=O)Nc4nccs4)cc2)C3=O)cc1
8) COc1cccc(NC(=O)/C=C/c2ccco2)c1
9) C=CC[C@@H](Cc1ccc(F)cc1)C(=O)OC[C@H]1CCCN1C(=O)[C@H](CC=C)CC(=O)NCCO
10) COc1ccc(-c2nnc3ccc(SCC(=O)Nc4nc5ccccc5s4)nn23)cc1OC
11) CC1CC(C)CN(c2oc(-c3ccccc3F)nc2C#N)C1 (configuration not stated)
12) Cc1onc(-c2ccccc2)c1C(=O)Nc1ccc(OC(C)C)cc1
Screen / compound no.,7,8,9,10,11,12
CCHFV vOTU inh,-11,20,6,4,-30,1
3CLpro inhibitor,-3,0,/,-1,4,-1
TcdB GH inh,1.2,3.3,-2.8,/,1.6,4.2
Rv3671c inh,1,1,1,-3,7,3
MazEF act,0,-2,1,14,1,17
VHR inh abs,10,15,/,21,22,16
SSB-PriA inh,0,-3,-4,-5,50*,-9
Y pestis TopoI,4,-1,21,35,15,3
BH1578 lux ind,i,-0.7,i,i,0.6,-0.4
PrPC surface inh,-4,-5,4,4,-5,6

Another view of some results above:
| nr | compound | CCHFV vOTU inh | 3CLpro inhibitor | TcdB GH inh | Rv3671c inh | MazEF act | VHR inh abs | SSB-PriA inh | Y pestis TopoI | BH1578 lux ind | PrPC surface inh |
| --- | --- | --- | --- | --- | --- | --- | --- | --- | --- | --- | --- |
| 2 | CCn1c(C)nnc1SCC(=O)Nc1ccc(Cl)cc1 | 3 | 6 | 2.8 | / | 5 | 11 | 3 | -17 | -0.4 | 18 |
| 12 | Cc1onc(-c2ccccc2)c1C(=O)Nc1ccc(OC(C)C)cc1 | 1 | -1 | 4.2 | 3 | 17 | 16 | -9 | 3 | -0.4 | 6 |

Carrying on:
13) O=C(CSc1ccc(-c2cccnc2)nn1)Nc1ccc(F)cc1F
14) COc1cc(C(=O)N2CCN(c3cccc(Cl)c3)CC2)ccc1OCC(=O)N1CCOCC1
15) CCCOc1ccc(-c2csc(NC(=O)CN3C(=O)CCC3=O)n2)cc1
16) C=CCNC(=O)COC(=O)/C=C/c1cccs1
17) COc1cc2cc(CCCOC(=O)c3cc(OC)c(OC)c(OC)c3)oc(=O)c2cc1OC
18) O=C(NNc1cc(Cl)ccc1Cl)c1cccs1
Screen / compound no.,13,14,15,16,17,18
CCHFV vOTU inh,-14,1,-1,8,-4,2
3CLpro inhibitor,2,/,7,1,/,0
TcdB GH inh,0.1,0.4,0.1,-0.1,1.8,-6.8
Rv3671c inh,1,/,-4,-13,-8,1
MazEF act,-2,8,3,-19,3,5
VHR inh abs,11,/,10,-21,/,6
SSB-PriA inh,-4,/,5&-4,-24,-12,0
Y pestis TopoI,1,7,22,6,-6,-3
BH1578 lux ind,i,-0.3,-0.3,-0.1,-0.4,-0.4
PrPC surface inh,6,-3,5,4,5,13

19) N=C1C2=C3Sc4ccccc4N3CCCC2=NN1c1cccc(S(=O)(=O)O)c1
20) CC1(N2CCCCC2)CC2(O)C(=[N+]1[O-])CCC/C2=N\O (configuration not stated)
21) Cc1ccc(C(=O)NCCc2nnc3ccc(N4CCCC4)nn23)cc1
22) O=C(CSCc1ccc(Cl)cc1)Nc1ccccc1O
23) O=C(C1=C(O)C(=O)N(CC2CCCO2)C1c1cccnc1)c1ccco1 (configuration not stated)
24) O=C(O)c1ccc(/C=N/Nc2ccc(Cl)nn2)cc1
Screen / compound no.,19,20,21,22,23,24
CCHFV vOTU inh,14,24,-16,-7,8,8
3CLpro inhibitor,0,-3,1,4,-3,-8
TcdB GH inh,1.0,/,0.2,2.4,/,1.6
Rv3671c inh,-9,0,3,4,-10,1
MazEF act,-3,3,3,-13,6,-2
VHR inh abs,-7,7,1,13,15,17
SSB-PriA inh,-11,/,3,-21,-27,/
Y pestis TopoI,-1,8,0,1,4,2
BH1578 lux ind,i,-0.1,-0.8,-0.3,2.6,-0.3
PrPC surface inh,-2,3,-5,7,4,-8

25) CCCc1cc(=O)oc2c3c(cc(OCC(=O)NCC4CCC(C(=O)O)CC4)c12)OC(C)(C)CC3 (configuration not stated)
26) Cc1cc(NC(=O)CSCC(=O)OCC(=O)Nc2cc(C)c(C)cc2[N+](=O)[O-])no1
27) CC(C)n1c(COc2ccccc2)nc2ccccc21
28) CN(C)S(=O)(=O)c1cccc(C(=O)OCC(=O)Nc2ccccc2OC(F)F)c1
29) Cc1cn([C@H]2C[C@H](O)[C@@H](CNCc3cnc(N4CCOCC4)nc3)O2)c(=O)[nH]c1=O
30) O=C(COc1ccccc1)NCC1CCCO1 (configuration not stated)
Screen / compound no.,25,26,27,28,29,30
CCHFV vOTU inh,-19,4,-12,1,-5,5
3CLpro inhibitor,2,/,-1,3,/,-2
TcdB GH inh,3.6,2.2,0.7,/,0.8,1.7
Rv3671c inh,-8,1,0,8,/,-10
MazEF act,2,-14,6,3,2,10
VHR inh abs,17,/,-4,-9,/,13
SSB-PriA inh,9,3,-6,8,/,-3
Y pestis TopoI,12,0,4,3,6,7
BH1578 lux ind,-0.4,-0.2,-0.4,i,i,1.5
PrPC surface inh,-7,-15,6,6,-3,-3

Values by screen from the list.
Compounds 27 to 30 in Y pestis TopoI: 4, 3, 6, 7
Compounds 27 to 30 in Rv3671c inh: 0, 8, /, -10

Carrying on:
31) COc1cc(C(=O)NCC(c2ccco2)N2CCCC2)ccc1OCc1c(C)noc1C (configuration not stated)
32) COc1ccc(C(=O)C(CN2CCOCC2)c2ccccc2)cc1F (configuration not stated)
33) CC(=O)C1=CN(CC2CCCCC2)CCC1=O
34) CCC(C)c1ccc(NC(=S)N2CCCC2)cc1 (configuration not stated)
35) Cc1cc(C)n(CC2CC(=O)N(c3cc(Cl)cc(Cl)c3)C2=O)n1 (configuration not stated)
36) O=C(CCCCC(=O)NN=Cc1ccccc1O)NN=Cc1ccccc1O
Screen / compound no.,31,32,33,34,35,36
CCHFV vOTU inh,-2,6,-6,1,-13,-9
3CLpro inhibitor,1,-1,/,1,1,/
TcdB GH inh,/,/,-0.2,2.0,/,-1.2
Rv3671c inh,-4,/,/,/,1,/
MazEF act,-1,9,-1,10,3,-5
VHR inh abs,1,34,/,19,8,/
SSB-PriA inh,-19,1,-3,4,-7,-4
Y pestis TopoI,8,0,3,6,7,13
BH1578 lux ind,i,-0.5,1.1,-0.3,-0.2,3.3
PrPC surface inh,0,5,2,2,3,4

37) O=c1c2ccccc2[nH]c(=S)n1CCN1CCN(Cc2ccccc2)CC1
38) Cc1ccc(C(=O)Nc2sc3c(c2C(=O)NCc2ccco2)CCCC3)cc1
39) Oc1cc(Cl)c(Cl)c(Cl)c1
40) CCn1c(=O)cc(OCC(=O)Nc2ccccc2N2CCN(C)CC2)c2ccccc21
41) O=C(Nc1ccccc1)Nc1ccno1
42) COc1cc(CNC(C)c2ccccc2)c(Br)cc1OCC(N)=O (configuration not stated)
Screen / compound no.,37,38,39,40,41,42
CCHFV vOTU inh,21,-6,5,-7,-11,-15
3CLpro inhibitor,1,6,/,0,2,0
TcdB GH inh,/,/,0.6,0.8,1.7,3.8
Rv3671c inh,-4,-7,/,7,3,-4
MazEF act,8,-7,2,7,13,-6
VHR inh abs,5,-17,/,21,3,10
SSB-PriA inh,-4,-30,-1,3,1,-4
Y pestis TopoI,10,4,0,28,4,6
BH1578 lux ind,-0.5,/,-0.1,-0.2,i,i
PrPC surface inh,-4,-3,-1,-11,6,4

43) Cc1ccccc1OCC(=O)N/N=C/c1cc2ccccc2nc1Cl
44) Cc1occc1C(=O)N/N=C/C(Br)=C\c1ccccc1
45) COc1ccc(OC)c2c1CCC2=O
46) OC(Cc1cccnc1)(Cc1cccnc1)c1cc2ccccc2[nH]1
47) COc1ccc(Cn2c(O)c(C=NCCN3CCOCC3)c(=O)[nH]c2=O)cc1
48) C=CC[C@H](CC(=O)NCCO)C(=O)NC[C@@H](OC(=O)[C@@H](CC=C)Cc1ccc(F)cc1)c1ccccc1
Screen / compound no.,43,44,45,46,47,48
CCHFV vOTU inh,-4,11,-38,-9,-10,8
3CLpro inhibitor,2,-1,3,-1,0,/
TcdB GH inh,/,0.3,/,/,/,2.9
Rv3671c inh,-4,-9,4,-18,-1,7
MazEF act,-4,1,0,1,-4,10
VHR inh abs,5,-7,-9,-10,22,/
SSB-PriA inh,/,i,-3,-3,9,-21
Y pestis TopoI,1,-2,-5,8,5,30
BH1578 lux ind,-1.6,i,1.0,-3.4,/,i
PrPC surface inh,1,5,8,-5,3,-7

49) Cc1cc(C)c(C#N)c(SCC(=O)NC(C)(C)C)n1
50) Cc1cc(NC(=O)C2CCCN(S(=O)(=O)c3c(C)noc3C)C2)no1 (configuration not stated)
51) CC(SCc1cc(=O)n2c([nH]c3ccccc32)c1C#N)C(=O)O (configuration not stated)
52) CCOC(=O)N1CCN(C(=O)CCc2c(C)nc3c(c(C)nn3-c3ccc(C)c(C)c3)c2C)CC1
53) COc1ccc(Cl)cc1N(CC(=O)NC1CC1)S(=O)(=O)c1ccc(C)c([N+](=O)[O-])c1
54) CC(=O)c1sc(NC(=O)CS(=O)(=O)c2ccccc2)nc1C
55) O=C(NCCC(=O)N1CCC2(CC1)NCCc1[nH]cnc12)c1cccc(Br)c1
Screen / compound no.,49,50,51,52,53,54,55
CCHFV vOTU inh,-3,-12,3,-19,0,5,7
3CLpro inhibitor,-2,-2,0,-5,3,/,3
TcdB GH inh,0.1,0.5,2.5,/,0.4,2.1,1.6
Rv3671c inh,5,0,3,0,3,6,5
MazEF act,4,8,-19,9,9,3,4
VHR inh abs,-18,-21,-8,-21,15,/,8
SSB-PriA inh,-5,-12,-11,-5,-12,-5,-18
Y pestis TopoI,2,-2,1,1,10,11,-9
BH1578 lux ind,-0.3,/,1.1,-0.2,i,1.9,4.2
PrPC surface inh,3,9,5,-4,0,6,-1

This is a subset (hit frequency here may not be typical).
